KCNQ2 inh – KCNQ2 potassium channel inhibitors, primary screen, cell-based, CHO-K1, FluxOR thallium flux, B-score (AID 2156); Potassium voltage-gated channel subfamily KQT member 2 (Rattus norvegicus), O88943; 310,000 compounds, 1.1% hits; B-score at 10 µM; 20 min; hits give low values;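 active = fluorescence ratio B-score at most minus 3 library SDs, with starting brightness B-score within 2 library SDs, cut at about -5.5 in these data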
Kir21 block – inhibitors of mouse Kir2.1 inward-rectifier potassium channel; B-score at 10 µM; HEK293-Kir2.1, FluxOR thallium flux fluorescence; hits give low values; 310,000 compounds, 0.85% hits;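 active = fluorescence ratio B-score at or below minus 3 SD of library scores, with starting-brightness B-score within 2 SD, cut at about -4.2 in these data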;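 also: channel flux triggered by added potassium and thallium sulfate stimulus; B-score of peak minus minimum fluorescence over baseline after thallium stimulus; more negative B-score means stronger Kir2.1 block with less thallium influx; some compounds called inactive have numbers as strong as hits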
Target sequence (P35561 whole entry, looked up): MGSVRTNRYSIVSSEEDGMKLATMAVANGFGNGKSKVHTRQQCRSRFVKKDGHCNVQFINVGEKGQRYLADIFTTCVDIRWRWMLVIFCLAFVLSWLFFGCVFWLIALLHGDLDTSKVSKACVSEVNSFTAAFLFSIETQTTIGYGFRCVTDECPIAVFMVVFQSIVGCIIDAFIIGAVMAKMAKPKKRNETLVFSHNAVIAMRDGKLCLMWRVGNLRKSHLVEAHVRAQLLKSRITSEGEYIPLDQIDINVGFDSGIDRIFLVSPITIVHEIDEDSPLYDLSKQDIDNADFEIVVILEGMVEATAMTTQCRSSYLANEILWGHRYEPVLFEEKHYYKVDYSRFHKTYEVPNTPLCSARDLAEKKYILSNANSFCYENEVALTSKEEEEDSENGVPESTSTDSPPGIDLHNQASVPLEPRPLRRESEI
Starred values were filed as active, the others as inactive; i = inactive.

SMILES,Kir21 block,KCNQ2 inh
COc1ccccc1OCc1ccc(C(=O)NC(C)c2ccccc2)o1 (stereo not given),-0.78,i
COc1ccccc1N(C(=O)c1ccco1)C(C(=O)NC1CCCCC1)c1cc(OC)c(OC)c(OC)c1 (stereo not given),-0.83,i
CCOC(=O)C1CCN(C(=O)CN(c2ccc3c(c2)OCCO3)S(C)(=O)=O)CC1,-1.72,i
Cc1ccc(CCNC(=O)c2ccc3nc4ccccc4c(=O)n3c2)cc1,0.26,i
COc1ccc(NC(=O)c2cc(OC)c(OC)c(OC)c2)cn1,0.1,i
Cc1c(Cl)cccc1NC(=O)CSc1sc2c(O)cc(=O)[nH]c2c1C#N,1.52,i
CCc1nnc2n1N=C(c1ccc(-c3cc(Cl)ccc3Cl)o1)CS2,-1.39,i
CCN(CC(=O)Nc1c(F)cccc1F)C(=O)CCc1nc2cc(S(=O)(=O)N3CCOCC3)ccc2n1C,0.9,i
CC(OC(=O)c1cccc(-n2cnnn2)c1)C(=O)c1ccccc1 (stereo not given),0.01,i
CC(OC(=O)Cc1n[nH]c(=O)c2ccccc12)C(=O)Nc1cccc([N+](=O)[O-])c1 (stereo not given),-1.55,i
O=C(CN1CCCC1)N/N=C/c1c(O)ccc2ccccc12,0.2,i
COC(=O)C(NC(=O)c1ccccc1C)(Nc1ncc(S(=O)(=O)c2ccc([N+](=O)[O-])cc2)s1)C(F)(F)F (stereo not given),0.34,i
O=C(N/C(=C/c1ccccc1)C(=O)N1CCCCC1)c1ccc(Br)o1,1,i
CCOC(=O)COc1ccc2cc(C(=O)OCC)c(=O)oc2c1,-0.2,i
Nc1cc(C(=O)OCC(=O)NNC(=O)c2cccs2)ccc1Cl,0.42,i
COc1cc(/C=N/n2c(C)nc3ccccc3c2=O)ccc1O,-1.45,i
O=C(CSc1nnc2ccc(-c3ccccn3)nn12)Nc1ccc(F)cc1F,1.16,i
Cc1c(C(=O)N(Cc2ccccc2Cl)C2CCS(=O)(=O)C2)oc2ccccc12 (stereo not given),-1.98,i
O=c1c2cc3c(=O)n(-c4ccccc4O)c(=O)c3cc2c(=O)n1-c1ccccc1O,0.3,i
CSc1nc(C)c(C(=O)C[n+]2ccccc2)cc1C#N,-1.14,i
O=C(Cc1ccc([N+](=O)[O-])cc1)N/N=C/c1cccnc1,-0.68,i
Cc1cc2c(N=NC(=O)CCc3ccccc3)c(O)[nH]c2cc1Br,0.37,i
Cc1cc(C)cc(NC(=O)N2CCC(NC(=O)c3ccco3)CC2)c1,-0.91,i
COc1ccc(Nc2nc(C)c3ccccc3n2)cc1,1.04,i
CC1SC(c2ccc(Cl)cc2Cl)NC1=O (stereo not given),-0.38,i
Clc1ccc(-c2csc(N3CCOCC3)n2)cc1,-0.11,i
O=C(NCCNc1ccc([N+](=O)[O-])cc1)c1ccccc1F,-0.05,i
Cc1csc(SC(C)c2nc3scc(-c4ccccc4)c3c(=O)[nH]2)n1 (stereo not given),1.77,i
COc1cc2cc(C#N)c(SCC(=O)N3CCOCC3)nc2cc1OC,-1.51,i
CCn1c(CNC(=O)c2ccc(F)cc2)cc2ccccc21,-0.2,i
COc1ccc(-c2cc(C(F)(F)F)c3c(n2)sc2c(O)cc(=O)[nH]c23)c(OC)c1,-2.36,i
COc1ccc(N(CC(=O)Nc2ccc3c(c2)OCO3)S(=O)(=O)c2ccccc2)cc1OC,-1.21,i
C=CCn1nnnc1SCC(=O)Nc1ccccc1C(=O)OC,2.96,i
CC(=O)c1cc(C#N)c(SCC(=O)O)nc1C,0.02,i
CCOc1c(N2CC(C)OC(C)C2)c(=O)c1=O (stereo not given),0.87,i
O=C(/C=C/c1ccccc1[N+](=O)[O-])N1CCOCC1,-0.7,i
COc1ccc(C(NC(=O)C(C)(C)C)NC(=O)C(C)(C)C)cc1,-1.03,i
Cc1ccc(N(CC(=O)NC2CCCCC2C)S(=O)(=O)c2c(C)nn(C)c2C)cc1 (stereo not given),0.46,i
CC1=NNC(=O)/C1=C\c1cn(-c2ccccc2)nc1-c1cccs1,1,i
CCOC(=O)CNC(=S)N(Cc1ccco1)Cc1ccccc1Cl,-0.32,-6.49*
CCCOC(=O)CCCCC1SCC(NC(=O)OC)C1NC(=O)OC (stereo not given),-0.3,i
CSc1nncc(-c2ccc(F)cc2)n1,0.07,i
COC(=O)c1c(N)n(CCCN2CCOCC2)c2nc3ccccc3nc12,1.38,i
COc1ccc(NC(=S)Nc2cnc3ccccc3c2)c(OC)c1,-0.58,i
N#CCc1c(C#N)c(N)nc(N2CCN(S(=O)(=O)c3ccccc3)CC2)c1C#N,-0.51,i

Molecules listed so far with bromine:
SMILES,Kir21 block,KCNQ2 inh
O=C(N/C(=C/c1ccccc1)C(=O)N1CCCCC1)c1ccc(Br)o1,1,i
Cc1cc2c(N=NC(=O)CCc3ccccc3)c(O)[nH]c2cc1Br,0.37,i

Returning to the listing with the 6 entries that preceded the break.
SMILES,Kir21 block,KCNQ2 inh
CCOC(=O)CNC(=S)N(Cc1ccco1)Cc1ccccc1Cl,-0.32,-6.49*
CCCOC(=O)CCCCC1SCC(NC(=O)OC)C1NC(=O)OC (stereo not given),-0.3,i
CSc1nncc(-c2ccc(F)cc2)n1,0.07,i
COC(=O)c1c(N)n(CCCN2CCOCC2)c2nc3ccccc3nc12,1.38,i
COc1ccc(NC(=S)Nc2cnc3ccccc3c2)c(OC)c1,-0.58,i
N#CCc1c(C#N)c(N)nc(N2CCN(S(=O)(=O)c3ccccc3)CC2)c1C#N,-0.51,i
Cc1cccc(NC(=O)N2CCC(NC(=O)C3CCCCC3)CC2)c1,-0.03,i
N/C(=N\OC(=O)c1ccc([N+](=O)[O-])cc1)c1ccc(Br)cc1,1.81,i
O=C(Cc1ccccc1)NCC(=O)N1CCc2ccccc2C1,0.17,i
CCc1nnc(N2C(=N)SCC2=O)s1,0.13,i
CCc1[nH]nc(C(=O)N2CCCC(CNS(=O)(=O)c3cccs3)C2)c1C (stereo not given),0.37,i
O=C(CN1C(=O)c2ccccc2S1(=O)=O)NCCSCc1ccccc1Cl,-0.08,i
COc1ccc(CNC(=O)CCC(=O)n2ncc3cc(C)ccc32)cc1,-0.87,i
Cc1ccc(C)c(NC(=O)CCOc2ccccc2)c1,-2.22,i
CC(C)(C)C(=O)Nc1cc(C(F)(F)F)ccc1N1CCOCC1,-0.31,i
c1ccc(Oc2cccc(OCCn3cncn3)c2)cc1,-1.39,i
CCOc1ccc(NC(=O)CN(C)C(=O)C2=COCCO2)cc1OCC,0.12,i
CC(=O)N1N=C(c2ccco2)CC1c1ccc(C)cc1 (stereo not given),0.5,i
CC(=O)c1ccc(N2CCN(C(=O)c3cc4c(s3)CCCC4)CC2)cc1,0.64,i
COC(=O)C1=CN(C)C=C(C(=O)OC)C1c1ccsc1,1.56,i
C=CCn1c(CCNC(=O)c2ccccc2F)nnc1SCc1nc2ccccc2c(=O)[nH]1,1.93,i
OC1C2CN3CCN(C2)CC1(Cc1ccccc1)C3 (stereo not given),-0.46,i
CCN1CCc2c(sc(NC(=O)Cc3ccccc3)c2C(=O)OC)C1,1.18,i
CC(=O)N/C(=C\c1ccccc1)C(=O)OCc1cc(C)ccc1C,0.2,i
Cc1cnc(Sc2ncccc2[N+](=O)[O-])nc1,-1.53,i
COC(=O)c1ccccc1NC(=O)N1CCN(c2ccccc2F)CC1,0.53,i
COC(=O)CC(NS(=O)(=O)c1cccs1)c1ccccc1Cl (stereo not given),-2.11,i
COCc1nnc(NC(=O)c2ccc(S(=O)(=O)N(C)C3CCCCC3)cc2)o1,-1.01,i
Cc1cccn2c(=O)c3cc(C(=O)NCCc4ccccc4)c(=N)n(Cc4ccco4)c3nc12,1.31,i
O=C(Nc1sc2c(c1C(=O)O)CCCC2)c1cccs1,-1.29,i
C[C@H](N)C(=O)OCc1ccc([N+](=O)[O-])cc1,1.09,i
CCC(C)NCCCCOc1cc(C)cc(C(C)C)c1 (stereo not given),-4.87,i
CCCCC(=O)Nc1c2c(nn1-c1ccc(C)cc1)CS(=O)(=O)C2,-1.69,i
COc1ccc(C(=O)CN2CCN(c3cc(C)nc4ccccc34)CC2)cc1,-0.24,i
CC(C)C(=O)Nc1ccc(N2CCN(S(C)(=O)=O)CC2)cc1,-1.42,i
Cc1ccc(Nc2cc(=O)n(C3CCCCC3)c(=O)[nH]2)cc1C,0.1,i

Complete entries, looked up by structure. Screens in order: Kir21 block | KCNQ2 inh
`Cc1c(Cl)cccc1NC(=O)CSc1sc2c(O)cc(=O)[nH]c2c1C#N` is listed as 1.52 | i
`C=CCn1nnnc1SCC(=O)Nc1ccccc1C(=O)OC` is listed as 2.96 | i

Other compounds follow.
SMILES,Kir21 block,KCNQ2 inh
CC1CCCCN1c1ncnc(N)c1[N+](=O)[O-] (stereo not given),-1.56,i
CC(C)(C)NC(=O)COC(=O)/C=C/c1ccccc1[N+](=O)[O-],-0.25,i
O=C(CNC(=O)Cc1ccccc1)NCC(=O)OCC(=O)c1ccc(Cl)cc1,2.05,i
O=C(COc1ccc2ccccc2c1)NCCNC(=O)COc1ccc2ccccc2c1,0.36,i
COc1ccc(NC(=O)c2ccccc2NC(=O)CSc2ccc(C)cc2)cc1,0.01,i
O=C(CN(Cc1ccco1)C(=O)CNS(=O)(=O)c1ccccc1)NCc1ccc(F)cc1,-0.54,i
O=C(CSc1ccc(-c2cccs2)nn1)Nc1ccccc1,0.85,i
CN(C)NC1CC(=O)N(c2ccccc2)C1=O (stereo not given),-1.26,i
O=C(Cc1ccc(Br)cc1)Nc1cccc(-c2cn3c(n2)SCC3)c1,1.46,i
O=S(=O)(c1cnccc1N1CCN(CCO)CC1)N1CCCCC1,0,i
COc1ccc(OC)c(CCNC(=O)CN2C(=O)COc3ccc(S(=O)(=O)N4CCOCC4)cc32)c1,1.51,i
Cc1ccc(OCC(=O)c2cc(C)n(C3CC3)c2C)c([N+](=O)[O-])n1,1.95,i
CC(C)CN1CCC(=O)N([C@H](CO)Cc2ccccc2)CC1,1.31,i
O=C(Cc1ccccc1)N1CCN(c2ccccc2F)CC1,0.52,i
CCOc1ccccc1CN(Cc1ccco1)S(=O)(=O)c1ccc(-n2cnnn2)c(OC)c1,-0.74,i
COc1ccc(C(=O)NC(=S)Nc2cccnc2)cc1OC,-0.1,i
CN(C)C(=O)c1nc2ccccc2s1,-0.2,i
COc1cccc(C(=O)NC(=S)Nc2ccc(Cl)cc2C(=O)O)c1,1.41,i
CCOc1cc2[nH]c(=S)n(CCCC(=O)NCc3ccco3)c(=O)c2cc1OCC,-3.02,i
CCCn1ncc(CN2CCC(C(=O)Nc3cccc(-c4cccc(F)c4)c3)CC2)c1C,-3.38,i
CCCCc1oc2c(c(=O)c1C)C(=O)CC(c1ccccc1)C2 (stereo not given),-0.14,i
COc1ccccc1C(CC(=O)Nc1nccs1)c1ccco1 (stereo not given),-0.52,i
Cn1c2ccccc2c2cnn(CC(=O)O)c(=O)c21,-0.93,i
Cc1cc(C)nc(/N=C2/NC(=O)CS2)n1,-1.5,i
COc1cc(CNc2ccc3c(c2)CCC3)cc(OC)c1O,0.44,i
O=C(NCc1cccnc1)c1cccc(F)c1,-0.58,i
CCC1=NN(C(=O)Cc2ccc(OC)cc2)C(O)(C(F)(F)F)C1 (stereo not given),0.22,i
CC(=O)n1cc(/C=N/NC(=O)c2ccccc2Cl)c2ccccc21,0.96,i
COc1ccc(C(=O)N/C(=C\c2ccccc2)C(=O)Nc2ccc(C(=O)NCC(=O)O)cc2)cc1,0.05,i
COc1cccc(-c2nn(-c3ccc(C)cc3)cc2C(=O)N2CCc3cc(OC)c(OC)cc3C2)c1,-0.32,-6.22*
O=C(CCCOc1ccccc1)Nc1cccc(C(=O)O)c1,-0.04,i
CC(C)CN(C(=O)COC(=O)c1cccc2ccccc12)c1c(N)n(Cc2ccccc2)c(=O)[nH]c1=O,0.57,i
CNC(=O)Nc1cccc(C(F)(F)F)c1,-0.38,i
COc1ccc(C2=NN(C(=O)CSc3nnc(-c4ccccc4F)o3)C(c3ccco3)C2)cc1 (stereo not given),-1.09,i
COc1ccc(/C=N\NS(=O)(=O)c2ccc(Cl)cc2)cc1COc1ccccc1[N+](=O)[O-],1.74,i
O=C(CN1C(=O)NC2(CCCC2)C1=O)OCc1c(F)cccc1Cl,1.29,i
COc1ccc(N(C(=O)c2snc(C(N)=O)c2N)C(C(=O)NCc2ccccc2)c2ccc(O)cc2)cc1 (stereo not given),-1.58,i
COc1ccc(/C=N/NC(=O)c2nc(-c3ccccc3)n(-c3ccccc3)n2)c(O)c1,-2.51,i
CCCCc1cc(=O)oc2c(CN3CCCC3)c(O)ccc12,-0.18,i
COc1ccc(N2C(=O)CC(N3CCC(C(N)=O)CC3)C2=O)cc1 (stereo not given),-0.29,i
COC(=O)c1sccc1NC(=O)Cc1ccc(OC)c(OC)c1,0.68,i

Source: PubChem (Johns Hopkins Ion Channel Center)
